Screening results deposited in PubChem BioAssay by Sanford-Burnham Center for Chemical Genomics.
DUSP3 inh – inhibitors of human VHR1 phosphatase (DUSP3) | AID 1992 | 50,000 tested, 0.7% active | recombinant VHR phosphatase, colorimetric substrate read-out | inhibition, % at 20 µM; in the data active = inhibition above about 60%; also: some results filed as inactive read as strong as hits
Target sequence (P51452 whole entry, looked up): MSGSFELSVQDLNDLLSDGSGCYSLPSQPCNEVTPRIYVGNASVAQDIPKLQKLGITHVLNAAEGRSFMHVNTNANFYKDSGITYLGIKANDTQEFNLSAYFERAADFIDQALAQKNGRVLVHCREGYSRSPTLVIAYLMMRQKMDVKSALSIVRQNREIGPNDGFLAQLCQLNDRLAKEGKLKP
An asterisk follows results filed as active. A portion of the library; the hit share may differ from the screen's.

SMILES	DUSP3 inh
O=C1N/C(=N\c2ccccn2)SC1Cc1ccccc1 (stereo not drawn)	-22
S=C1NC(c2ccccc2)=NCN1c1ccc(Br)cc1	-12
CC(C)C(=O)Nc1ccc2oc(-c3cccc4ccccc34)nc2c1	2
O=C(O)c1ccccc1NC1=C(Cl)C(=O)N(c2ccc(Br)cc2)C1=O	-25
Cc1cc(NCCN2CCCCCC2)n2c(nc3ccccc32)c1C#N	0
CCOC(=O)C1=C(C)N=C2SCC(=O)N2C1c1ccc(-c2cccc([N+](=O)[O-])c2)o1 (stereo not drawn)	-21
CCC(Oc1ccccc1)C(=O)N1CCN(C(c2ccccc2)c2ccccc2)CC1 (stereo not drawn)	-2
COc1cc(NC(=O)c2cccs2)ccc1NC(=O)c1cc2ccccc2o1	-7
CCN(CC)c1ccc(/C=N/Nc2ccccc2[N+](=O)[O-])c(O)c1	-14
Cc1ccc(S(=O)(=O)Nc2ccccc2-c2nc3ccccc3c(=O)[nH]2)cc1	-30
COCCNC(=O)Nc1ccc2nc3c4ccccc4c4ccccc4c3nc2c1	43
COc1ccc(C=O)c2c(O)cccc12	2
O=C(Nc1ccccc1C(=O)N1CCOCC1)c1ccco1	-1
COc1ccc(/C=C/C(=O)c2cccc(Br)c2)cc1[N+](=O)[O-]	34
CCN(CC)CCCCOc1ccc(Cl)c(C)c1	-2
Cc1cccc(C(=O)O)c1NC(=O)c1cccc(F)c1	-3
CC1(C)Cc2ccccc2/C(=C/C(=O)Nc2ccc(Cl)cc2Cl)N1	-11
COc1ccc(N2C(=O)C(Cl)=C(Nc3ccc(C)cc3)C2=O)cc1	-12
Cc1onc(-c2c(Cl)cccc2Cl)c1C(N)=O	20
Cc1ccc(N2C(=O)CC(NCc3cccnc3)C2=O)cc1 (stereo not drawn)	-15
Cc1ccc2c(Cl)c(C(=O)Nc3cccc(C(F)(F)F)c3)sc2c1	0
Cc1cccc(C)c1NC(=O)CO/N=C(\N)c1nonc1N	-12
COc1ccc(N2C(=O)/C(=C/c3cc(Cl)cc(Cl)c3O)C(=O)NC2=S)cc1	17
COc1cccc(NC(=O)Cc2ccccc2[N+](=O)[O-])c1	8
COc1ccc(C(=O)/C=C\Nc2ccc([N+](=O)[O-])cc2)cc1	2

Looked up by structure from above, three records:
SMILES	DUSP3 inh
COc1ccc(C(=O)/C=C\Nc2ccc([N+](=O)[O-])cc2)cc1	2
COc1cccc(NC(=O)Cc2ccccc2[N+](=O)[O-])c1	8
CCC(Oc1ccccc1)C(=O)N1CCN(C(c2ccccc2)c2ccccc2)CC1 (stereo not drawn)	-2

Remaining list, next part
SMILES	DUSP3 inh
CCOc1ccc(NC(=O)C2COc3ccccc3O2)cc1 (stereo not drawn)	0
Cc1ccccc1C(=O)N1CCN(c2ccccn2)CC1	-18
O=c1cc(O)nc(SCc2ccc(Cl)cc2)[nH]1	-21
COc1ccc(NC(=O)Nc2ccccc2C(F)(F)F)cc1	-11
COc1cccc(C(=O)Nc2ccc3c(c2)OCCO3)c1	-44
CCOC(=O)c1ccc(NC(=O)c2ccc([N+](=O)[O-])s2)cc1	-7
O=C1C2CCCCC2C(=O)N1CN1CCCCC1 (stereo not drawn)	-8
CN1CCN(Cc2c(O)ccc3c(=O)c(-c4ccccc4)coc23)CC1	1
O=C1NC(=Nc2ccc(F)cc2)S/C1=C/C=C/c1ccccc1	-2
Cc1ccc(-c2nn(-c3cc(N4CCCC4)ccc3[N+](=O)[O-])c(=O)c3ccccc23)c(C)c1	0
CC(=O)N1c2ccccc2Nc2ccccc21	-14
CC1=C(C(=O)OC2CCCC2)C(c2ccccc2C(F)(F)F)C2=C(CCCC2=O)N1 (stereo not drawn)	-14
CC1=C(C(=O)Nc2ccc(C)cc2)C(c2ccccc2F)NC(=S)N1 (stereo not drawn)	0
COc1ccc(N2CC(C(=O)N/N=C/c3ccc(OC)c(OC)c3)CC2=O)cc1 (stereo not drawn)	-7
Cc1ccnc(NC(=O)COc2ccccc2[N+](=O)[O-])c1	-3
COc1ccccc1-c1nc2ccccc2nc1-c1ccccc1OC	-22
CC(C)COc1ccc(C(=O)NCc2cccnc2)cc1	-8
CNC(=S)C1COc2ccccc2O1 (stereo not drawn)	-1
Cc1cc(=O)[nH]c(Nc2nc(C)c3cccc(C)c3n2)n1	-14
O=C(Nc1ncc(Cc2cc(Cl)ccc2Cl)s1)c1cccs1	-8
Cc1ccc(NCc2cccnc2)c(Br)c1	-30
COc1cc(/C=C2\Sc3ccccc3C2=O)ccc1OS(=O)(=O)c1ccc(C)cc1	-2
O=C(O)/C=C\C(=O)Nc1ccc(OC(F)F)cc1	-12
CCc1ccc(-c2csc(N)n2)cc1	15
CC(=O)c1cccc(NC2=C(Cl)C(=O)c3c(Cl)c(Cl)c(Cl)c(Cl)c32)c1	-2

Molecules above that have bromine (four):
SMILES	DUSP3 inh
S=C1NC(c2ccccc2)=NCN1c1ccc(Br)cc1	-12
O=C(O)c1ccccc1NC1=C(Cl)C(=O)N(c2ccc(Br)cc2)C1=O	-25
COc1ccc(/C=C/C(=O)c2cccc(Br)c2)cc1[N+](=O)[O-]	34
Cc1ccc(NCc2cccnc2)c(Br)c1	-30

Next results.
SMILES	DUSP3 inh
COc1cccc(NC2=CC(=O)CC(c3ccccc3)C2)c1 (stereo not drawn)	-2
CCOC(=O)C(=O)Nc1c(O)c2ccccc2[nH]c1=O	8
COc1ccc(C2CC(C(F)(F)F)n3ncc(C(=O)Nc4cc(Cl)ccc4O)c3N2)cc1OC (stereo not drawn)	-28
CC(C)c1ccc(OC(=O)CCN2C(=O)c3ccccc3C2=O)cc1	-54
Cc1cccc(NC(=O)c2ccccc2N)c1C	4
CN=C(Nc1ccc(F)cc1)SC1CC(=O)N(c2ccccc2F)C1=O (stereo not drawn)	-5
Cc1ccc(CN2CCN(N=Cc3sccc3C)CC2)c(C)c1	-26
Cc1cccc(NC(=S)NC(=O)c2ccco2)c1	-6
COC(=O)C1=C(C)N(C)C(C)=C(C(=O)OC)C1c1cc(OC)ccc1OC	-1
COc1ccc(C2CC(c3ccc(C)o3)=NN2C(C)=O)cc1 (stereo not drawn)	2
O=C1SC(Nc2ccc(Br)cc2)C(=O)N1c1ccccc1 (stereo not drawn)	-22
Cc1cc(Cl)ccc1OC(C)C(=O)Nc1cc(Cl)ccc1Cl (stereo not drawn)	-4
O=C(NNS(=O)(=O)c1ccc2ccccc2c1)c1cccc(Cl)c1	11
CC(=O)Nc1ccc(S(=O)(=O)NC(C)=O)cc1	-12
COc1ccc2occ(C(=O)c3ccc([N+](=O)[O-])cc3)c2c1	-6
O=C1C=C(Nc2cccc(O)c2)CC(c2ccco2)C1 (stereo not drawn)	-3
O=C(Nc1ccccc1)c1ccccc1N=Cc1ccc(C=Nc2ccccc2C(=O)Nc2ccccc2)cc1	-2
NC(=O)N=Nc1c(O)[nH]c2ccccc12	-14
CC1=CCCC(C)(C)C1C(=O)CC(C)Nc1ccccc1 (stereo not drawn)	-1
COc1ccc(/C=C2\CCOC2=O)cc1	-4
COC(=O)c1cccc(NC(=O)/C=C/c2ccc(OC)cc2)c1	1
O=C1N/C(=C/c2ccccc2)C(O)=C1C=NCc1ccccc1	-6
O=C(c1cc(Cl)ccc1[N+](=O)[O-])N1CCN(c2cccc(Cl)c2)CC1	-33
CS(C)=C1C(=O)NC(=O)N(c2ccccc2)C1=O	-2
O=C(Nc1ccc(F)cc1)C1C(c2ccccc2)C1(Cl)Cl (stereo not drawn)	-6

Additional compounds.
SMILES	DUSP3 inh
CC(=O)Nc1ccc2c(c1)S(=O)(=O)c1cc(NC(C)=O)ccc1-2	3
CCOc1ccccc1-n1c(O)c(C=C2C=CC=N2)c(=O)[nH]c1=O	8
Cc1ccc(C(=O)Nc2cc(-c3nc4ncccc4o3)ccc2C)cc1	0
O=C(CCN1CCCCC1)Nc1c(-c2ccccc2)c2cc(Br)ccc2[nH]c1=O	112
COc1ccc(C(=O)ON=C2c3ccccc3-c3ccccc32)cc1OC	0
CCCOC(=O)C1=C(C)NC2=C(C(=O)CCC2)C1c1ccc(Cl)cc1Cl (stereo not drawn)	-12
Cc1ccc(C(=O)Nc2ccccc2C(=O)NC(Cc2c[nH]c3ccccc23)C(=O)O)cc1 (stereo not drawn)	-22
CCOC(=O)c1cc(=O)n2[nH]c(-c3ccc(-c4ccccc4)cc3)cc2n1	2
Cc1cc(C(=O)N(Cc2ccccc2)Cc2ccccc2)ccc1[N+](=O)[O-]	-6
O=C1C=CC(=NS(=O)(=O)c2ccc3ccccc3c2)C=C1	13
CC(C)c1cc(N=NC(=N)N)cc(C(C)C)c1O	2
Cc1cc2nc(-c3ccc(C)c(NC(=O)/C=C/c4ccco4)c3)oc2cc1C	8
CN(C)c1ccc(C2C=C(Nc3ccccc3)C(=O)N2c2ccccc2)cc1 (stereo not drawn)	-4
O=[N+]([O-])c1ccccc1S(=O)(=O)Nc1ccc(S(=O)(=O)N2CCCCC2)cc1	-32
CCOC(=O)c1cc2cc(Cl)ccc2oc1=O	-1
Cc1cc([N+](=O)[O-])ccc1-c1ccc(/C=C2\SC(=O)N(c3cccc(Cl)c3)C2=O)o1	11
COc1ccc(-c2csc(-c3nc(-c4ccc(OC)c(OC)c4)cs3)n2)cc1OC	-5
O=C1S/C(=C/c2ccccc2)C(=O)N1CN1CCCCC1	-4
COc1cccc(NC(=O)c2sc3ccccc3c2Cl)c1	0
COC(=O)CN1C(=O)/C(=C\c2ccc(C)cc2)SC1=S	13
Cc1ccc(NC(=O)/C=C/c2ccc([N+](=O)[O-])cc2)cc1C	6
CCCCC1(c2ccccc2)C(=O)NC(=O)NC1=O	-15
COC(=O)c1cc(NC(=O)c2ccc3ccccc3c2)cc(C(=O)OC)c1	-10
CCOC(=O)COc1ccccc1/C=C1/C(=O)NN(c2ccccc2)C1=O	4
O=c1[nH]c2ccc(N=Cc3cn(Cc4ccc(Cl)cc4Cl)c4ccccc34)cc2[nH]1	-5

Overlap with the part before: three compounds, then new ones.
SMILES	DUSP3 inh
COC(=O)c1cc(NC(=O)c2ccc3ccccc3c2)cc(C(=O)OC)c1	-10
CCOC(=O)COc1ccccc1/C=C1/C(=O)NN(c2ccccc2)C1=O	4
O=c1[nH]c2ccc(N=Cc3cn(Cc4ccc(Cl)cc4Cl)c4ccccc34)cc2[nH]1	-5
COc1ccc(/C=C2/SC(=Nc3ccccc3Cl)NC2=O)c2ccccc12	8
c1ccc2cc(CN3CCN(Cc4ccncc4)CC3)ccc2c1	-2
COc1ccc(Cl)cc1C(=O)N1CCN(c2ccc([N+](=O)[O-])cc2)CC1	5
O=[N+]([O-])c1ccc(NS(=O)(=O)c2cccc3cccnc23)cc1	-12
O=C(N/C(=C/c1ccc([N+](=O)[O-])cc1)c1nc2ccccc2[nH]1)c1ccccc1	-26
CCN(CC)CCN1C(=O)C(O)=C(C(=O)/C=C/c2ccccc2)C1c1ccccc1 (stereo not drawn)	11
COc1ccc(-c2nn(-c3ccccc3)cc2/C=C/C(=O)O)cc1	-7
O=C(Cc1ccc(Br)cc1)NC(c1ccccc1)c1ccccc1	-7
O=C1CC(c2ccc3c(c2)OCO3)CC2=C1C(c1ccc(-c3ccccc3)cc1)Nc1ccccc1N2 (stereo not drawn)	115*
CCOc1ccc(N2C(=O)CC(=O)NC2=S)cc1	14
CCOc1ccccc1NC(=O)CSc1nnc(C)s1	-20
O=C(c1ccccc1F)N1CCN(c2ccc([N+](=O)[O-])c3cccnc23)CC1	-7
O=C(COc1ccccc1[N+](=O)[O-])Nc1ccc2oc(-c3ccccc3F)nc2c1	-9
O=[N+]([O-])c1cc(Cl)c(-c2ccco2)c(Cl)c1	16
COc1ccc2nnc(-c3ccccc3)n2n1	-1
Cc1ccc(NC(=O)c2ccc([N+](=O)[O-])cc2NC(=O)c2ccccc2)c(C)c1	5
CC1=[N+](CCO)c2ccccc2C1(C)C	0
N#Cc1c(/N=C/N2CCCCC2)sc2c1CCCC2	-2
CS(=O)(=O)N(Cc1ccccc1)c1ccccc1C(=O)N[C@H]1C[C@@H]2CC[C@H]1C2	8
COc1ccc(-n2nc3cc(C)c(NC(=O)COc4ccc(Cl)cc4C)cc3n2)cc1	4
CC(C)(C)C1CCc2c(sc(NC(=O)c3cccs3)c2C(N)=O)C1 (stereo not drawn)	-15
O=C(O)C1CCCCC1C(=O)Nc1ccc(-c2ccccc2)cc1 (stereo not drawn)	-10
O=C(CCN1CCOCC1)Nc1c(-c2ccccc2)c2cc(Br)ccc2[nH]c1=O	-8
c1ccc2cc3[nH]c(CN4CCCCC4)nc3cc2c1	-27
C=C(C)COc1ccc2c(-c3ccccc3)cc(=O)oc2c1OCC(=C)C	2

(continued)
SMILES	DUSP3 inh
Nc1nc(OCC(F)(F)C(F)F)cc(-c2ccccc2)n1	-17
CCOc1cc(C2C3=C(CC(C)(C)CC3=O)NC3=C2C(=O)CC(C)(C)C3)cc(Br)c1OC	-6
O=C(O)c1ccc2c(c1)C(=O)N(c1cccc(C(=O)Nc3cccc(Cl)c3)c1)C2=O	-25
C/C(CC(=O)Nc1ccccc1C(N)=O)=N\NC(=O)c1ccoc1C	4
O=[N+]([O-])c1cccc(/C=N\N2CCN(c3ccc(Cl)cc3)CC2)c1	-10
Clc1ccccc1-c1nnc(-c2ccc(-c3ccccc3)cc2)o1	-8
CCOc1ccccc1NC(=O)C(=O)NCc1ccc(F)cc1	8
Cc1ccc(Cl)cc1N(Cc1ccc(C(=O)N(C(C)C)C(C)C)cc1)S(=O)(=O)c1ccccc1	-15
Cc1ccc(C)c(NCn2nnc3ccccc32)c1	6
CCOc1cccc2c1NC(C)(C)C1=C2C2(SC(C(=O)OC)=C(C(=O)OC)S2)C(C(=O)OC)=C(C(=O)OC)S1	-26
CCOc1ccc(-n2c(C)cc(C=O)c2C)cc1	-8
COc1ccc(/C=C2/SC(N)=NC2=O)c(OC)c1	-1
CCc1ccc(-c2nc(-c3cc(OC)c(OC)c(OC)c3)no2)cc1	-7
